# hK5 inh: blocks human kallikrein 5 protease activity; Q9Y337; recombinant hK5, fluorogenic AMC substrate cleavage; inhibition, % at 5 µM; 210,000 compounds, 0.59% hits; AID 873;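 active means inhibition of 40% or more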;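 further: 0% = enzyme controls without compound and 100% = no-enzyme blanks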
# Target sequence (Q9Y337 67-293 limits assumed): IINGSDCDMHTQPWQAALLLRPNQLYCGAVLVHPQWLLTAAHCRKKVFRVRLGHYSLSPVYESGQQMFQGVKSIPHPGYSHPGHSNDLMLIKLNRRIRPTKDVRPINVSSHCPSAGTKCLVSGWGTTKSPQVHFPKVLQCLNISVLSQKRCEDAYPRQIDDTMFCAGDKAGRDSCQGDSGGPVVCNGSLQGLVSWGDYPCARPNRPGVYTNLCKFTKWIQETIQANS
# 14-3-3 Bad inh: disrupts binding of bovine 14-3-3 zeta to phospho-Bad peptide; P63103; TR-FRET 14-3-3zeta/Dy647-pBad peptide displacement, 1 h; inhibition, % at 21.7 µM; 220,000 compounds, 0.71% hits; AID 781;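 active means inhibition above about 70%, limit read from the data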;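 further: 0% = full 14-3-3 plus peptide FRET controls and 100% = background without 14-3-3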
# Hck-Nef inh: human Hck-Nef kinase inhibition | P08631 | Recombinant Hck-YEEI plus Nef, Z-Lyte FRET kinase assay | inhibition, % at 20 µM | 220,000 compounds, 0.68% hits;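 active means Hck-Nef kinase inhibition above about 50%, limit read from the data; inactive means inhibition below that limit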;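 further: 0% = DMSO with Hck plus Nef and 100% = Hck alone without Nef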
# FXIIa inh 1536: blocks human coagulation factor XIIa protease activity; P00748; purified FXIIa, Boc-QGR-AMC fluorogenic substrate, 2 h; inhibition, % at 5 µM; 220,000 compounds, 0.3% hits; AID 800; in the data active means inhibition above about 40%;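 further: 0% = enzyme with no compound and 100% = blank without enzyme; many of its hits are not listed in these tables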
# Wee1 stabilizer: human Wee1 degradation inhibition, primary screen; AID 1321; 220,000 compounds, 1.2% hits; reporter increase, % at 5 µM; HeLa Luc-Wee1K328M stability, luciferase luminescence; 100% = proteasome inhibitor MG132 effect;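 active means activation above the mean of all tested compounds plus 3 SD, set per screening run, cut at about 8.8% in these data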;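 further: cells exposed to compound for 20 h before luminescence read; 0% = DMSO alone and 100% = MG132 at 30 µM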
# Runt-CBFb FRET: blocks binding of human RUNX1 Runt domain to CBFb | Cerulean-Runt/Venus-CBFb FRET ratio 530/480, 1 h | 220,000 compounds, 0.46% hits | Q01196+Q13951 | inhibition, % at 20 µM;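 active means inhibition over about 50% at 20 µM in the single-dose screen, limit read from the data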;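 further: 0% = DMSO wells and 100% = excess unlabeled CBFb competitor control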
# Target sequence (Q01196 whole entry, looked up, the tested form may be a part): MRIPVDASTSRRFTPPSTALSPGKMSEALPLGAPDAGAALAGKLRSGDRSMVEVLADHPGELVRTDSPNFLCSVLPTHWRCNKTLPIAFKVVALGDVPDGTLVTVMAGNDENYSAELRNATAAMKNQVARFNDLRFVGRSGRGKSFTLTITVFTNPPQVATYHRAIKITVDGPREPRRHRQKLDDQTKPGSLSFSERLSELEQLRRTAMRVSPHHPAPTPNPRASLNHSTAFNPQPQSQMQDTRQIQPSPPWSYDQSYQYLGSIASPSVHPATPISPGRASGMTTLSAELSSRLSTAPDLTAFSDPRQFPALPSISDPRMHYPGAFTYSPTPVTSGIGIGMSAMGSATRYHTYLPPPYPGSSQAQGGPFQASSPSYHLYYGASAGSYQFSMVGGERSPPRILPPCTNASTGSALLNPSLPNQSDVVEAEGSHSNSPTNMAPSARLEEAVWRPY
# Target sequence (Q13951 whole entry, looked up, the tested form may be a part): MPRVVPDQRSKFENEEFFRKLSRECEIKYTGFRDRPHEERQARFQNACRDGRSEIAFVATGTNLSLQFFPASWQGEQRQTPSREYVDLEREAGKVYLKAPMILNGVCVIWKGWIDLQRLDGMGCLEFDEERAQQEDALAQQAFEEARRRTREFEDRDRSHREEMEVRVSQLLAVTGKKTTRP
#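 Doses: 20 µM compound in 1% DMSO | Material: Cerulean-labeled Runt domain protein | Amount: Each fluorescent fusion protein 100 nM | Schedule: Two 1 h room-temperature incubations shielded from light | Measured by: FRET fluorescence | Evaluation: Loss of energy transfer signal | Controls: Unlabeled CBFb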
# Runt-SMMHC FRET: inhibitors of human RUNX1 Runt domain binding to CBFb-SMMHC. inhibition, % at 20 µM. Q01196+Q13951. 220,000 compounds, 0.74% hits. Cerulean-Runt/Venus-CBFb-SMMHC FRET ratio 530/480, 1 h. AID 1434;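 active means mean inhibition across duplicate retests at 20 µM reaching about 50%, limit read from the data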;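 further: 0% = DMSO wells and 100% = wells with excess untagged CBFb-SMMHC; inhibitors lower the FRET ratio by blocking Runt binding to CBFb-SMMHC; some results filed as inactive read as strong as hits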
# FXIa inh 1536: inhibitors of human coagulation factor XIa; P03951; 220,000 compounds, 0.14% hits; AID 798; purified FXIa, Boc-Glu-Ala-Arg-AMC fluorogenic substrate; inhibition, % at 5 µM;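 active means inhibition of at least 40%; inactive means inhibition below 40%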;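 further: fluorescence of freed AMC excited at 355 nm; 0% = enzyme without compound and 100% = no enzyme blank; many of its hits are not listed in these tables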
# thrombin 1536: thrombin (human) inhibition | P00734 | alpha-thrombin, Boc-VPR-AMC fluorogenic substrate cleavage | inhibition, % at 5 µM | 220,000 compounds, 0.26% hits | AID 1046;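 active means inhibition at or above 40%; inactive means inhibition below 40%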;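 further: 0% = enzyme with no compound and 100% = wells without enzyme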
#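 Test system: human alpha-thrombin protein / Dosing: one concentration per compound, 5 µM, with 0.2% DMSO / Medium: pH 7.5 Tris-saline with Tween 20 / Benchmarks: no-compound enzyme wells and no-enzyme blanks / Read-out basis: percent inhibition of thrombin substrate cleavage / Timing: reaction at room temperature / Measured by: fluorescence, ex 355 nm, em 460 nm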
# An asterisk follows results filed as active; . = no result given; [ ] = remark or other dose.
SMILES,hK5 inh,14-3-3 Bad inh,Hck-Nef inh,FXIIa inh 1536,Wee1 stabilizer,Runt-CBFb FRET,Runt-SMMHC FRET,FXIa inh 1536,thrombin 1536
CCOc1ccc(CC(=O)Nc2ccc(NC(=O)c3ccco3)cc2)cc1OCC,-13.8,-9.1,18.0,-0.7,0.6,-5.6,-4.7,-9.5,-1.6
C=CCNCC(=O)Nc1sc2c(c1C(=O)Nc1ccc(OC)cc1OC)CCC2,-1.4,-7.4,1.1,.,0.1,-4.5,-10.8,-2.4,-5.2
C1CCC(n2nnnc2CN2CCCC2)CC1,1.3,-3.3,1.3,6.2,1.2,-1.9,3.6,-2.8,-3.2
Cc1cc(CCN2CCC(=O)NC2=O)ccc1OC(C)C,-1.2,-5.2,-0.1,2.3,3.4,-2.2,2.5,-3.3,-3.0
Cc1c(Br)c([N+](=O)[O-])nn1CC(=O)NCc1cccs1,1.3,3.9,-1.2,-0.2,-3.5,7.4,1.2,5.4,0.9
Cc1cccc(-c2nnc(SCC#N)n2Cc2ccccc2)c1,-12.6,3.9,-0.6,7.1,-2.2,-0.1,-1.4,-3.0,1.4
Cc1ccc(C(=O)NCCNS(C)(=O)=O)cc1,-5.5,-2.7,10.8,-2.1,4.3,-0.2,-0.3,-2.8,11.0
COc1cc(OC)cc(C(=O)Nc2ccc(-c3nc4ccccc4o3)c(O)c2)c1,-12.5,43.7,16.3,-4.2,-0.3,3.4,3.8,-3.5,-1.5
CC(C)(C)C(=O)Nc1ccc(-c2cnco2)cc1,8.0,0.3,6.6,3.9,-0.7,-0.3,0.9,5.3,-3.2
COc1cc(NC(=O)C2CCCN2S(=O)(=O)c2cccc3cccnc23)cc(OC)c1OC (centres undefined),-1.8,4.0,2.9,10.9,-0.2,1.5,0.6,0.4,-6.2
O=C(NCc1ccccc1)OCCN1CCN(Cc2ccccc2)CCC1=O,-9.6,6.9,-1.8,6.2,-2.6,1.0,-1.1,-5.5,-2.6
Cc1cc(=S)nc(-c2ccccn2)[nH]1,-18.7,-14.2,-23.4,0.3,-2.0,45.2,19.7,-2.5,-5.8
CCOc1ncccc1C(=O)OCC(=O)c1cc(OC)ccc1OC,3.2,-1.3,16.6,7.0,0.4,-0.4,-2.4,-1.5,-0.3
Fc1ccc(CSc2nc3ccccc3[nH]2)c2ccccc12,-0.5,1.2,1.8,19.1,0.9,1.5,-1.5,9.3,3.6
COc1cccc(NC2=CC(=O)CC(C)(C)C2)c1,1.8,.,0.5,12.9,-2.1,-0.2,1.7,0.0,-2.5
CCCOC(=O)C1[C@H]2C(=O)N(Cc3ccco3)C[C@]23C=C[C@H]1O3 (some centres undefined),-18.4,-0.3,-0.1,9.1,-0.7,-0.9,5.3,10.4,-0.2
Cc1c(C)n(C(=O)CN2CCC(C)CC2)c2ccccc12,-8.7,14.7,0.2,22.5,0.4,-1.4,-3.8,2.3,5.9
Cc1ccc(C(=O)NN2C(=O)c3ccc(S(=O)(=O)c4ccc(C(=O)O)cc4)cc3C2=O)cc1,-16.1,5.5,-5.3,0.5,6.3,-2.2,-2.8,-3.5,-4.8
Cc1nnsc1C(=O)NNc1ccc(C(C)(C)C)cc1,-3.3,-3.8,1.3,6.2,-1.2,0.1,0.1,1.0,5.0
COc1cccc(NC(=O)CN2CCC(C)CC2)c1,6.6,-5.1,0.5,8.7,0.3,2.0,-3.9,6.2,-0.3

# Part of the list above, reduced to FXIa inh 1536 and Hck-Nef inh.
mol | FXIa inh 1536 | Hck-Nef inh
Fc1ccc(CSc2nc3ccccc3[nH]2)c2ccccc12 | 9.3 | 1.8
COc1cccc(NC2=CC(=O)CC(C)(C)C2)c1 | 0.0 | 0.5
CCCOC(=O)C1[C@H]2C(=O)N(Cc3ccco3)C[C@]23C=C[C@H]1O3 (some centres undefined) | 10.4 | -0.1
Cc1c(C)n(C(=O)CN2CCC(C)CC2)c2ccccc12 | 2.3 | 0.2

# (cont.)
SMILES,hK5 inh,14-3-3 Bad inh,Hck-Nef inh,FXIIa inh 1536,Wee1 stabilizer,Runt-CBFb FRET,Runt-SMMHC FRET,FXIa inh 1536,thrombin 1536
COCCSc1ccccc1C(=O)N1CCN(c2ccccc2OC)CC1,4.7,-5.1,19.5,3.6,-2.5,1.0,-6.7,-1.5,-3.2
Cc1cc2cccc(C)c2nc1SCC(=O)NNC(=O)c1ccco1,4.1,-7.4,21.4,6.3,2.8,1.6,-2.4,-0.7,-15.0
CCC[N+]1(CC#CC2(O)CCCCC2)CCOCC1,3.8,-12.4,22.0,7.8,-1.5,.,6.8,-0.5,-4.5
COc1ccc(C=O)cc1Cn1ccnc1,0.1,-3.9,27.5,9.9,4.4,0.5,1.2,-0.9,0.0
Nc1c(C(=O)NCc2cccs2)nnn1CC(=O)Nc1cccc(Cl)c1,-7.4,-1.6,17.8,-0.6,-2.9,-0.2,1.2,-4.5,-4.2
COc1ccc(-c2nc3ccccc3c(=O)o2)cc1OC,29.9,6.6,0.1,26.5,-3.0,-0.2,-7.0,6.1,-2.2
Cc1ccc(C(CCN(Cc2ccccc2)C(=O)c2ccco2)c2ccco2)cc1 (centres undefined),-38.9,-18.4,24.8,2.4,-0.9,2.2,-2.6,-7.1,-12.2
CSc1ccccc1NC(=S)Nc1ccccc1C(F)(F)F,-1.4,-11.0[fluorescence artefact?],0.3,16.0,0.0,0.4,0.7,2.4,6.1
COc1ccc(/C=N/NC(=O)c2ccc(COc3cccc4cccnc34)cc2)cc1O,-1.3,-4.9,31.0,2.4,3.6,-0.5,-6.4,-0.6,0.1
CC(C)Oc1ccc(C(=O)N/N=C/c2ccc(-c3ccc(S(=O)(=O)Nc4ncccn4)cc3)o2)cc1,-53.3,0.5,0.7,-1.6,1.2,9.3,4.4,4.0,-7.6
COC(=O)C1C2C=CC3(CN(C(C)C)C(=O)C13)O2 (centres undefined),-17.0,-5.3[fluorescence artefact?],0.3,11.5,0.1,0.1,3.0,-0.2,2.4
N#Cc1ccc(OCC(=O)NCC2(N3CCCCC3)CCCCC2)cc1,-0.8,-11.1,15.1,2.4,4.1,-1.9,-0.7,-1.6,-4.0
Cc1cc(C(=O)Cn2c(CO)nc3ccccc32)c(C)n1C,6.2,-3.7,7.4,4.7,0.8,-0.9,-2.5,9.0,-0.5
Cc1ccccc1C(=O)N=c1sccn1C,-11.2,-5.2,2.0,-22.7,-0.8,-1.0,-1.7,-9.2,3.3
COc1ccc(NC(=O)CCS(=O)(=O)c2ccc3c(c2)CCCN3C(C)=O)cc1,-3.0,3.2,1.1,-11.1,1.8,-3.3,5.2,-10.8,-8.0
N/C(=N\OC(=O)c1ccccc1[N+](=O)[O-])c1cccnc1,4.9,16.1[fluorescence artefact?],1.7,14.9,6.5,3.1,-0.2,0.4,1.8
CCc1ccc(NC(=S)N(CCN(C)C)C(C)c2ccncc2)cc1 (centres undefined),-2.0,7.3,20.1,8.8,-2.6,-1.9,2.1,-0.6,1.7
Cc1ccc2[nH]c3nc(SCCN4CCOCC4)nnc3c2c1,2.0,7.5[fluorescence artefact?],16.8,16.2,-0.8,23.0,14.1,11.4,4.6
CCOc1ncccc1C(=O)Nc1nnc(C2CC2)s1,-0.4,-3.9,-1.8,8.5,-3.6,2.6,-3.0,9.2,-2.1
CN1CCN(CCC(=O)Nc2ccccc2Cl)CC1,-17.6,-2.4[fluorescence artefact?],-0.5,3.6,-0.1,-1.1,0.5,0.7,1.5
CC(=O)N(C(C)=O)S(=O)(=O)c1ccc(N=NN2CCCCC2)cc1,-29.0,-18.0,1.4,-0.7,0.9,0.8,-5.0,-2.9,-8.1
COc1ccc(/C=N/NC(=O)CC(=O)NCCc2ccccc2)cc1OC,-7.1,-7.5,-0.2,6.1,-2.5,-1.4,-0.6,0.3,-6.8
COc1ccc(NC(=O)CN(C)CC(=O)Nc2cccc(S(=O)(=O)N(C)c3ccccc3)c2)cc1,2.7,-0.8,-5.9,7.1,-3.0,-4.3,-3.0,-4.0,0.1
Cn1c(CCCOc2ccc(Cl)cc2Cl)nnc1SCC(=O)Nc1nccs1,4.2,4.0,2.4,8.8,-1.1,-7.8,0.8,0.6,-1.1
O=C(C1CCN(c2ncnc3c2sc2cccc(F)c23)CC1)N1CCOCC1,-13.1,36.6[fluorescence artefact?],0.3,12.3,-0.1,1.6,-2.7,3.2,-0.7
CCC(C)(C(=O)NC1CCCC1)N(C(=O)CNC(C)=O)c1ccccc1 (centres undefined),-8.7,1.6,-3.3,-6.7,3.2,0.1,0.0,2.9,-5.2
CC(=O)N1CC=CC1(CC(C)C)C(=O)NCCc1c[nH]c2ccccc12 (centres undefined),-8.6,0.4,-5.0,14.6,0.1,-4.4,-0.4,3.2,2.6
O=C(CSc1nc(-c2ccc(F)cc2)cc(C(F)(F)F)n1)NCc1cccs1,-17.3,-4.6,3.0,1.4,4.0,-1.0,5.1,-4.1,-6.5
Cc1ccc(SCCCCN2C(=O)NC(C)(C)C2=O)cc1,1.2,-10.7[fluorescence artefact?],5.6,-1.0,-2.3,0.0,3.0,1.1,-4.7
COc1ccc(C(=O)NC(=S)Nc2ccc(N3CCCC3)cc2)cc1,6.2,-4.5,-17.7,.,-4.0,9.6,1.2,1.3,-3.8
O=C(COC(=O)c1ccc2ccccc2c1O)NCC(F)(F)F,-2.4,-2.0,12.8,1.6,-3.0,3.7,-0.2,-2.0,-4.1

# A second format for some results above:
smiles	hK5 inh	14-3-3 Bad inh	Hck-Nef inh	FXIIa inh 1536	Wee1 stabilizer	Runt-CBFb FRET	Runt-SMMHC FRET	FXIa inh 1536	thrombin 1536
Cc1ccc(SCCCCN2C(=O)NC(C)(C)C2=O)cc1	1.2	-10.7[fluorescence artefact?]	5.6	-1.0	-2.3	0.0	3.0	1.1	-4.7
COc1ccc(C(=O)NC(=S)Nc2ccc(N3CCCC3)cc2)cc1	6.2	-4.5	-17.7	.	-4.0	9.6	1.2	1.3	-3.8

# Source: PubChem BioAssay
